Screens as filed in PubChem.
bIAP inh: bovine intestinal alkaline phosphatase inhibitors, primary screen, selectivity assay for TNAP inhibitor project, biochemical, bovine IAP, CDP-star luminescence; inhibition, % at 20 µM; 190,000 tested, under 10 active; purified bovine IAP, 30 min;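 active means over 50% inhibition of intestinal alkaline phosphatase at 20 µM in the single-dose screen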
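Assay system: bovine IAP enzyme; medium: DEA buffer 100 mM, pH 9.8, with MgCl2 1.0 mM, ZnCl2 0.02 mM; doses: 20 µM single dose; incubation: enzyme reaction for 30 min at room temperature; detection: CDP-star luminescence signal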
DTT redox prof: compounds producing H2O2 with reducing agent – biochemical, NIH compound library profiling, artefact control for MLSCN library redox annotation, primary screen | DTT-dependent redox cycling H2O2, phenol red/HRP absorbance; 100% = 100 µM peroxide control, 0% = buffer | activation, % at 10 µM | hit rate 0.03% among 200,000;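 active means activation of at least 50% relative to the plate's high and low controls in the primary single-dose screen; inactive means activation below 50%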;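 further: compound incubated with DTT at 0.8 mM final as the reducing agent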
Lmaj promast: Leishmania major promastigote growth inhibition, primary screen | Leishmania major promastigotes, resazurin fluorescence viability | inhibition, % at 10 µM | hit rate 9% among 200,000 | AID 1063, 2008; in the data active means inhibition above about 50%;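 further: promastigotes grown with compound for 44 hours at 28 °C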
RAM network inh: inhibitors of the yeast RAM network, primary screen, dse1pr::URA3 reporter, 5-FOA selection. S. cerevisiae dse1pr::URA3 reporter, 5-FOA growth OD615, 2 d; analog-sensitive cbk1-as2 kinase mutant strain. inhibition, % at 50 µM. hit rate 1.8% among 190,000;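 active means inhibition above a set limit, 3 SD over mean compound inhibition, cut at about 8.4% in these data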;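 further: 0% = DMSO-only wells with no growth and 100% = 10 µM 1-NA-PP1 full growth; inhibition rescues growth on 5-FOA so higher OD means more RAM inhibition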
PPARg SRC-3 ag: PPARgamma agonists recruiting SRC-3 coactivator, primary screen, biochemical; hit rate 0.26% among 200,000; activation, % at 8 µM; AID 731, 2007; biochemical PPARgamma/SRC-3 coactivator recruitment assay; in the data active means activation above about 23%;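 further: 0% = DMSO and 100% = reference agonist; some compounds past the cut are filed as inactive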
SRC2 TRFRET art: TR-FRET signal artefacts, primary screen, artefact control for PPARgamma SRC-2 agonist project, biochemical; TR-FRET artefact counter-screen; hits give high values; TR-FRET ratio at 8 µM; hit rate 0.4% among 200,000; in the data active means TR-FRET ratio above about 2000; further: inactives centre near 1500
PPARg SRC-1 ag: PPARgamma agonists recruiting SRC-1 coactivator, primary screen, biochemical; PPARgamma-SRC-1 coactivator recruitment biochemical assay; activation, % at 8 µM; hit rate 0.41% among 200,000; AID 631, 2007; in the data active means activation above about 19%;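 further: 0% = DMSO and 100% = reference agonist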
Efa HMGR inh: inhibitors of E. faecalis class II HMGR, primary screen, biochemical, Enterococcus faecalis. HMG-CoA reductase (Enterococcus faecalis, mvaE). purified E. faecalis HMGR, NADPH absorbance 340 nm kinetic. inhibition, % at 10 µM. hit rate 0.41% among 190,000;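 active means inhibition above a set limit, the median over all tested compounds plus 3 SD, cut at about 9.5% in these data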;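 further: enzyme runs in reverse so mevalonate oxidation gives rising NADPH absorbance; 0% = complete reaction with DMSO and 100% = background rate lacking mevalonate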
S1P3 antag: S1P3 receptor antagonists, primary screen, cell-based; CHO S1P3 NFAT-BLA reporter, FRET fluorescence, antagonist mode; inhibition, % at 4.98 µM; Sphingosine 1-phosphate receptor 3 (Homo sapiens), Q99500; AID 485, 2006; hit rate 0.27% among 170,000;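 active means inhibition above the plate cutoff, the mean inhibition of test wells on that plate plus 3 SD, cut at about 28% in these data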;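 further: cells challenged with S1P at its EC80 of 0.8 µM; blue over green emission ratio from cleaved BLA substrate after 4 h stimulation; 0% = S1P-stimulated wells and 100% = unstimulated DMSO-only wells; some compounds past the cut are filed as inactive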
Target sequence (Q99500 whole entry, looked up): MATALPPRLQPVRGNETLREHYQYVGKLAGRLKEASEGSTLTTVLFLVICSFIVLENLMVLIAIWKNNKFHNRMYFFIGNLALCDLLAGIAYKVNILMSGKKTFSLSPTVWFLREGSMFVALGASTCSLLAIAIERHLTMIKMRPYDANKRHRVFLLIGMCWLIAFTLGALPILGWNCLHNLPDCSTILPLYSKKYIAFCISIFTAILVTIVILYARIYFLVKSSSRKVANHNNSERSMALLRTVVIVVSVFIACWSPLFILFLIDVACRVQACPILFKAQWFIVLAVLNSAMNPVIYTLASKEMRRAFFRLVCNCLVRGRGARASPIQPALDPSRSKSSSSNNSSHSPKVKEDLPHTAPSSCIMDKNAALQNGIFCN
PPARg SRC-2 ag: agonists of PPARg-SRC-2 recruitment, primary screen, biochemical, HTS | Peroxisome proliferator-activated receptor gamma (Homo sapiens), P37231 | PPARgamma LBD-SRC-2 recruitment | activation, % at 8 µM | hit rate 0.34% among 200,000; in the data active means activation above about 22%;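 further: 0% = vehicle and 100% = reference agonist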
ROMK primary: ROMK potassium channel modulators, primary screen, cell-based, thallium flux, MLSMR library | B-score at 10 µM | AID 1918, 2009 | ATP-sensitive inward rectifier potassium channel 1 (Homo sapiens), P48048 | hit rate 2% among 130,000 | Tet-inducible ROMK, thallium flux fluorescence; actives lie on both sides;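 active means signal ratio slope over the read window, or its plate-corrected B-score, at least 3 SD from the plate mean, either direction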;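 further: B-score of the F/F0 ratio slope over 7 to 12 s after thallium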
Target sequence (P48048 whole entry, looked up): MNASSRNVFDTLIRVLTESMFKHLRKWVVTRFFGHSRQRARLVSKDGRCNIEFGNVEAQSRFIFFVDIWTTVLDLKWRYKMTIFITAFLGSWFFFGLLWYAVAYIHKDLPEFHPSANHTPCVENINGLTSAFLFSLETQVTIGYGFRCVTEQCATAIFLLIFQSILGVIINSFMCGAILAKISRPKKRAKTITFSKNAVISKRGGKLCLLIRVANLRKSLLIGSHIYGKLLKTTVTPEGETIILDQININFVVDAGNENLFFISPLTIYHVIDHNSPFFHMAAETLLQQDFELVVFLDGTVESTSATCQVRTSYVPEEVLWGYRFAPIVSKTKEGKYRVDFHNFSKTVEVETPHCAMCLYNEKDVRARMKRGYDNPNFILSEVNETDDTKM
* = called active by the depositor; i = inactive; nt = not tested or not shown.

SMILES | bIAP inh | DTT redox prof | Lmaj promast | RAM network inh | PPARg SRC-3 ag | SRC2 TRFRET art | PPARg SRC-1 ag | Efa HMGR inh | S1P3 antag | PPARg SRC-2 ag | ROMK primary
Cc1cc(C(F)(F)F)n2nc(C)c(-c3ccc(Cl)cc3)c2n1 | -10 | -0.1 | -5 | 5.4 | 0 | 1486 | -4 | -4 | -4 | 8 | -0.005
Cc1ccc(C(=O)NC(=S)Nc2ccc(CN3CCCCC3)cc2)c(C)c1 | 13 | 0.2 | 73* | 0.4 | 0 | 1415 | 5 | 1 | -14 | 1 | -0.25
O=C(O)c1cccc(N/N=C/c2ccc(F)c(F)c2)c1 | 4 | 0.7 | -12 | -1.6 | -2 | 1420 | 8 | -13 | -11 | -6 | 1.6
O=C(NCc1ccccn1)C1CC(c2ccccc2Cl)=NO1 (stereo not drawn) | 0 | 0.3 | -3 | 1.7 | 5 | 1528 | 9 | -3 | -14 | 8 | 0.76
NC(=O)c1ncn([C@@H]2O[C@H](CO)[C@@H](O)[C@H]2O)c1O | 31 | -0.6 | -7 | 0.8 | 4 | 1649 | 7 | -6 | -8 | 3 | nt
Cc1cccnc1CCNC(=O)CC1C(=O)NCCN1CC1CCCCC1 (stereo not drawn) | 1 | -0.3 | -2 | 0.1 | 6 | 1563 | -3 | 0 | -9 | 2 | 0.71
O=C(Nc1ccc2nc3ccccc3nc2c1)c1ccc(Br)cc1 | -3 | 0.2 | -1 | 1.4 | -2 | 1615 | -5 | 2 | 3 | 1 | nt
CCNC(=S)NCc1ccco1 | 15 | -0.3 | 59* | 0.7 | 0 | 1538 | 7 | -5 | -6 | 5 | 0.21
CC(=O)N1CCN(C2c3cccc4cccc(c34)C2NS(=O)(=O)c2ccccc2)CC1 (stereo not drawn) | -6 | 2.3 | 1 | 1.4 | -13 | 1328 | 0 | -2 | nt | 2 | -0.28
O=C(O)CCCC(=O)Nc1ccc(Sc2ccc([N+](=O)[O-])cc2)cc1 | -7 | 1.8 | -2 | -0.7 | -10 | 1512 | -10 | -9 | nt | -6 | nt
C=CCn1c(Cc2ccccc2)n[nH]c1=S | 14 | -0.6 | -2 | 0.1 | 1 | 1337 | 10 | -5 | -39 | -3 | 0.085
COc1cc(NC(=O)Nc2cccc(C(C)=O)c2)cc(OC)c1OC | 4 | 0.1 | 32 | -0.5 | -4 | 1782 | 6 | -1 | 26 | 9 | nt
O=C(COc1cccc(NC(=O)c2ccco2)c1)c1ccccc1 | 17 | -0.2 | 22 | 0.0 | 3 | 1494 | 10 | 3 | 6 | -3 | nt
CCOc1ccc(NC(=O)c2nn(-c3ccc(OC)cc3OC)c(=O)c3ccccc23)cc1 | -15 | -1.2 | 0 | 3.2 | 1 | 1396 | 2 | -3 | -15 | 2 | nt
O=C(CSCc1ccc(Cl)cc1)NCCSCc1ccco1 | -5 | -0.9 | -6 | -1.2 | 2 | 1670 | 10 | -6 | -16 | 5 | -1.9
O=C(NCSc1ccnc(SCNC(=O)c2ccc(F)cc2)n1)c1ccc(F)cc1 | 19 | -1.1 | -5 | 4.7 | 2 | 1570 | -1 | -4 | nt | 0 | nt
COc1ccccc1N1C(=O)S/C(=C\c2cc(C)n(C)c2C)C1=O | -8 | -1.1 | -5 | 3.0 | 2 | 1504 | 0 | -1 | 3 | -1 | 0.29
O=C(CN(C1CC1)S(=O)(=O)c1ccc(S(=O)(=O)NC2CCCCC2)cc1)Nc1ccccc1 | 26 | 3.2 | 100* | 2.3 | -6 | 1372 | 3 | -1 | 14 | -3 | nt
Cc1cc(Cl)ccc1OC(C)C(=O)Nc1ccc([N+](=O)[O-])cn1 (stereo not drawn) | -8 | 0.4 | 46 | 5.5 | 3 | 1470 | 8 | 1 | -3 | -4 | -1.5
CN(NC(=O)NN)c1ncc(C(F)(F)F)cc1Cl | 0 | 1.3 | -6 | 1.3 | -9 | 1580 | 7 | 0 | nt | 3 | nt
Cc1ccc(CNc2ncnc(N)c2[N+](=O)[O-])cc1 | 0 | -0.1 | -11 | 1.1 | 1 | 1512 | -5 | 0 | -8 | -3 | 0.99
COc1ccc(NC(=O)CCN2CCCCC2)cc1 | 6 | 2.5 | -4 | 1.0 | 15 | 1746 | -3 | -1 | -22 | 8 | nt
CCNC(=O)O/N=C(\C)c1sc(-c2ccc(Cl)cc2)nc1C | 6 | -3.8 | 9 | 1.3 | -7 | 1443 | 11 | -1 | nt | 3 | nt
CCC(C)[C@H](NC(=O)OC(C)(C)C)C(=O)N/N=C/c1ccc2cc(OC)ccc2n1 (stereo partly drawn) | nt | 0.1 | 11 | 0.9 | 6 | 1636 | 8 | -2 | -1 | 3 | nt
C/C(=N\NC(=O)CSc1nc2ccccc2o1)c1ccc(O)cc1 | 3 | -0.2 | 12 | -0.2 | 1 | 1822 | 2 | -3 | -20 | -11 | -0.024

Reformatted as labelled records: entries from further up.
SMILES: CN(NC(=O)NN)c1ncc(C(F)(F)F)cc1Cl
  bIAP inh = 0; DTT redox prof = 1.3; Lmaj promast = -6; RAM network inh = 1.3; PPARg SRC-3 ag = -9; SRC2 TRFRET art = 1580; PPARg SRC-1 ag = 7; Efa HMGR inh = 0; S1P3 antag = nt; PPARg SRC-2 ag = 3; ROMK primary = nt
SMILES: O=C(Nc1ccc2nc3ccccc3nc2c1)c1ccc(Br)cc1
  bIAP inh = -3; DTT redox prof = 0.2; Lmaj promast = -1; RAM network inh = 1.4; PPARg SRC-3 ag = -2; SRC2 TRFRET art = 1615; PPARg SRC-1 ag = -5; Efa HMGR inh = 2; S1P3 antag = 3; PPARg SRC-2 ag = 1; ROMK primary = nt
SMILES: COc1ccccc1N1C(=O)S/C(=C\c2cc(C)n(C)c2C)C1=O
  bIAP inh = -8; DTT redox prof = -1.1; Lmaj promast = -5; RAM network inh = 3.0; PPARg SRC-3 ag = 2; SRC2 TRFRET art = 1504; PPARg SRC-1 ag = 0; Efa HMGR inh = -1; S1P3 antag = 3; PPARg SRC-2 ag = -1; ROMK primary = 0.29
SMILES: O=C(O)c1cccc(N/N=C/c2ccc(F)c(F)c2)c1
  bIAP inh = 4; DTT redox prof = 0.7; Lmaj promast = -12; RAM network inh = -1.6; PPARg SRC-3 ag = -2; SRC2 TRFRET art = 1420; PPARg SRC-1 ag = 8; Efa HMGR inh = -13; S1P3 antag = -11; PPARg SRC-2 ag = -6; ROMK primary = 1.6

Additional compounds
SMILES | bIAP inh | DTT redox prof | Lmaj promast | RAM network inh | PPARg SRC-3 ag | SRC2 TRFRET art | PPARg SRC-1 ag | Efa HMGR inh | S1P3 antag | PPARg SRC-2 ag | ROMK primary
CC1CCCC(C)N1CCCNC(=O)c1cc2c(=O)n(C)c3ccccc3c2n1C (stereo not drawn) | -41 | -0.9 | 9 | 0.3 | 5 | 1528 | 1 | -6 | -8 | -6 | nt
O=C(CSc1nc(-c2ccc(F)cc2)cc(C(F)(F)F)n1)Nc1ccc2c(c1)OCO2 | 9 | -0.5 | 28 | 2.6 | -1 | 1707 | -2 | 0 | -6 | 3 | nt
COc1ccc(N2CCN(S(=O)(=O)c3ccc(C(=O)NC4CCCC4)cc3)CC2)cc1 | -7 | 4.1 | -3 | 5.1 | 5 | 1589 | 2 | -5 | nt | 9 | nt
O=C(NCCCl)Nc1cccc(Br)c1 | -7 | -0.7 | 1 | 1.6 | 2 | 1669 | 9 | -1 | 12 | 6 | 0.17
COc1cccc(OCCSc2nnc3sc4ccccc4n23)c1 | -9 | 2.0 | 6 | 5.4 | -11 | 1548 | 1 | 5 | -46 | 4 | nt
N#CCO/N=C(\c1ccccc1)c1ccncc1 | 4 | 0.3 | -6 | -0.7 | 1 | 1523 | -2 | 0 | nt | -6 | nt
COCCn1c(C)cc(C(=O)CN2C(=O)NC3(CCCCCCC3)C2=O)c1C | -5 | -2.3 | -3 | 1.1 | -2 | 1618 | -8 | 3 | -12 | 7 | nt
COc1cccc(N2CCN(c3ncnc4c3cnn4-c3ccc(C)cc3C)CC2)c1 | 2 | 0.1 | 7 | 5.8 | -1 | 1627 | 1 | -3 | 19 | -1 | nt
CCOC(=O)c1sc2c(c1C)C(c1cccs1)C1=C(CCCC1=O)N2 (stereo not drawn) | -8 | 2.0 | 64* | 0.4 | 7 | 1502 | 8 | 2 | 21 | 4 | nt
Fc1ccc(N2CCN(Cc3cnc(N4CCOCC4)s3)CC2)cc1 | -1 | -1.6 | 64* | 0.6 | 4 | 1886 | 10 | 2 | -3 | 5 | -0.78
CCOC(=O)c1cn(-c2nc(-c3ccc(Cl)c(Cl)c3)cs2)c2c(F)c(N3CCOCC3)c(F)cc2c1=O | -3 | 1.4 | 0 | 9.7* | -3 | 1751 | 8 | -3 | nt | 10 | nt
COCCCNc1nc(SCc2ccccc2)nc2sc3c(c12)CCC3 | 4 | -2.8 | 6 | 16* | 5 | 1553 | 2 | -6 | nt | -6 | nt
CCOc1ccccc1N1CCN(C/C=C/c2ccc(N(C)C)cc2)CC1 | -3 | 4.0 | 8 | 1.6 | 14 | 1519 | 0 | -3 | nt | 0 | nt
Cc1c(C#N)c(NC(=O)c2ccccc2)n(Cc2ccccc2)c1C | 22 | 1.1 | 32 | 0.0 | 5 | 1755 | 4 | 0 | nt | 2 | nt
c1ccc(-c2cc3nccc(-c4ccccn4)n3n2)cc1 | 41 | 0.0 | 8 | 0.2 | 4 | 1614 | 6 | -10 | -1 | 20 | nt
CCOC(=O)c1c(NC(=S)NC(=O)/C=C/c2cccs2)sc(C)c1C | 12 | 1.0 | -1 | 6.4 | 1 | 1569 | -7 | 4 | -3 | -1 | nt
Cc1nn(C)cc1/C=N\NC(=O)c1ccc2c(c1)c(C)c(C)n2Cc1ccccc1 | i | 0.0 | 4 | -0.3 | 12 | 1530 | 2 | -7 | nt | 4 | -0.75
O=[n+]1cc(-c2ccc(Cl)cc2)n([O-])c2c1CCCCC2 | -13 | 0.1 | -7 | 2.5 | 2 | 1416 | -8 | -5 | 12 | 5 | nt
Cc1nc2ccccn2c1C(=O)N/N=C/c1cc(C)n(-c2ccc(Cl)cc2)c1C | 4 | 2.7 | 12 | 2.0 | 8 | 1364 | 6 | 0 | nt | 5 | nt
O=C(NN=C1CCCCCCC1)C(=O)NC1CCCCC1 | 4 | -7.0 | -7 | 0.2 | 18 | 1518 | 0 | -1 | nt | 6 | 0.53
